GSK3 alpha inh = inhibitors of human GSK-3 alpha kinase. ADP-Glo luminescence, 60 min. inhibition, % at 10 µM. 320,000 compounds, 0.1% hits;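 in the data active = inhibition above about 50%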;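 also: GST-tagged GSK-3 alpha with peptide substrate and 25 µM ATP; 0% = DMSO neutral wells and 100% = GW8510 positive control wells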
Target sequence (P49840 whole entry, looked up): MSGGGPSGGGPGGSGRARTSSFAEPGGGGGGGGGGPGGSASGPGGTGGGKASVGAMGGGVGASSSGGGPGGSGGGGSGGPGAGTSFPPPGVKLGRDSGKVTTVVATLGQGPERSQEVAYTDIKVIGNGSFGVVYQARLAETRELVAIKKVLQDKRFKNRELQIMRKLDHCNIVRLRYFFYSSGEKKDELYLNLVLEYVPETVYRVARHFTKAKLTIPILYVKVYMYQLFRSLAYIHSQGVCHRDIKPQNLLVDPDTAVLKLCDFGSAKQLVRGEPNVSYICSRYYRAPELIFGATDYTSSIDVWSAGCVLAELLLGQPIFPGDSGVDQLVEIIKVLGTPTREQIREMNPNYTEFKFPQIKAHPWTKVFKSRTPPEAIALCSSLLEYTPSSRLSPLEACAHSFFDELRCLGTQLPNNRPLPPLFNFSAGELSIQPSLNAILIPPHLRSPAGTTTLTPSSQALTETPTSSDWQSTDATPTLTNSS
HSP90 refold inh = blocks HSP90-mediated luciferase refolding in reticulocyte lysate | inhibition, % at 5.6 µM | Rabbit reticulocyte lysate, luciferase refolding luminescence, 3 h | 290,000 compounds, 0.91% hits | AID 1789;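 active = inhibition above the screen-wide mean plus 3 SD, computed separately per campaign, cut at about 16% in these data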;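 also: 0% = DMSO wells and 100% = 60 µM geldanamycin wells; inhibitors lower the luminescence because luciferase stays unfolded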
HDAC3 inh = inhibitors of human histone deacetylase 3; O15379; recombinant HDAC3, fluorogenic peptide/trypsin coupled, fluorescence; inhibition, % at 8.3 µM; 320,000 compounds, 0.15% hits; AID 2718; in the data active = inhibition above about 26%, passing the limit was not always enough; inconclusive = no clear call, values can overlap the other calls
Target sequence (O15379 whole entry, looked up): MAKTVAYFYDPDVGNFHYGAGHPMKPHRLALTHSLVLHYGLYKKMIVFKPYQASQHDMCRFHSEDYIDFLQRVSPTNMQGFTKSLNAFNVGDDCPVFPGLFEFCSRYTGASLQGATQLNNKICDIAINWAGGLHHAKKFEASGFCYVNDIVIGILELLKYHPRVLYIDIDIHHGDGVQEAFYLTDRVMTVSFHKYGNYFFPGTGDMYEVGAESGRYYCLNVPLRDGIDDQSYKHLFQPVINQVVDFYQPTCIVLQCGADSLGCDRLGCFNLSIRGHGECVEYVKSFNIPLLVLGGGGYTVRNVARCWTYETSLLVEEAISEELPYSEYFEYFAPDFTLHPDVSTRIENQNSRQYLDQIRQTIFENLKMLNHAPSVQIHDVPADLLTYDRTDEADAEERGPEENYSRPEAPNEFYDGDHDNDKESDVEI
HSF-1 act = increases HSF-1 driven luciferase reporter signal; NIH3T3-HGL HSF-1 luciferase reporter, MG132, 8 h; 100% = twice DMSO control signal; activation, % at 9 µM; 300,000 compounds, 1.7% hits;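 active = mean replicate activation of at least 50% with a set share of replicates each reaching 50%; inconclusive = only one of those two conditions met; inactive = mean below 50% and too few replicates reaching it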;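 also: 0% = median of the neutral control wells and 100% = twice that signal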
DYRK1A inh = Dyrk1A (rat) kinase inhibition. Q63470. ADP-Glo luminescence, NFATc1 peptide. inhibition, % at 12.5 µM. 310,000 compounds, 0.43% hits; in the data active = inhibition above about 50%;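 also: plate controls were vehicle with enzyme for no effect and no enzyme for full effect; many of its hits are not listed in these tables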
GSK3beta inhib = inhibitors of human GSK3beta kinase | AID 2097 | GST-GSK3beta kinase, ADP-Glo luminescence, 60 min; stronger effect = lower value | activity score (negative = inhibition), % at 10 µM | 300,000 compounds, 0.038% hits;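 active = more than half of replicate wells score below -50%, meaning over 50% inhibition versus plate controls; inconclusive = some replicates but at most half score below -50%; inactive = no replicate scores below -50%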;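 also: 0% = median DMSO wells and -100% = median GW8510 positive control wells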
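Assay system: GST-fused GSK3beta enzyme, cell-free / Medium: Tris pH 7.5 buffer with MgCl2, DTT, BSA, heparin / Also added: peptide substrate plus 25 µM ATP (final) / Compound: 10 µM single point / Timing: kinase reaction with compound 60 min at room temperature / Detection: ADP-Glo luminescence / Benchmarks: DMSO neutral wells and GW8510 at 20 µM as positive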
PolyA inhibitor = yeast polyadenylation inhibition; S. cerevisiae SKY197-pL101 polyadenylation reporter, beta-gal luminescence; efflux-impaired pdr1/pdr3 knockout yeast; score 100 = 6 SD above DMSO; AID 1875; 300,000 compounds, 0.02% hits; calls only at 12 µM;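 active = lowest replicate activity score at least 50, where 100 means six control SD above control mean; inconclusive = lowest score under 50 but half or more replicates reach 50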;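 also: yeast exposed to compound for 9 h at 30 °C; higher score means more reporter readthrough which indicates perturbed polyadenylation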
Platelet DG rel = platelet dense granule release activity; inhibition, %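 (compounds screened at 7.5 µM in platelet-rich plasma)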; 300,000 compounds, 0.22% hits; human platelet-rich plasma, SFLLRN dense granule ATP release, luminescence;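 active = mean replicate score, as percent of positive control, at or above 50; inconclusive = mean below 50 but at least one replicate at or above 50; inactive = mean and every replicate below 50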
AI-2 QS mod = modulates the Vibrio harveyi AI-2 quorum sensing system; 300,000 compounds, 0.4% hits; Vibrio harveyi JMH597 AI-2 luminescence/OD600 ratio, 9 h; stronger effect = lower value; strain lacks LuxN and CqsS sensors; 0 = neutral-control median; activity change, % at 7.5 µM; in the data active = activity change below about -75%, passing the limit was not always enough; inconclusive = no clear call, values can overlap the other calls;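 also: luminescence divided by OD600 gain over 9 h not by final OD600 alone; inactives centre near 13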
HSF1 inhib = HSF1 inhibition; NIH3T3-HGL HSE-luciferase, MG132-induced, luminescence 8 h; stronger effect = lower value; AID 2098; activity change, negative = inhibition, % at 7.5 µM (by protocol); 300,000 compounds, 0.77% hits;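 active = more than half of replicate wells show activity change below -50%, luminescence cut by over half; inconclusive = some wells, but at most half, below -50%; inactive = no replicate well below -50%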;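 also: luciferase reports HSF-1 transcriptional activity via heat shock element; 0% = median of DMSO wells and -100% = zero luminescence signal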
Starred values were filed as active, the others as inactive; i = inactive; ? = inconclusive; nt = no result given. Only part of the results is shown; rates above refer to the full screens.

SMILES	GSK3 alpha inh	HSP90 refold inh	HDAC3 inh	HSF-1 act	DYRK1A inh	GSK3beta inhib	PolyA inhibitor	Platelet DG rel	AI-2 QS mod	HSF1 inhib
CC(C)CCn1c(=O)c(C(=O)N/N=C/c2cccc(F)c2)c(O)c2ccccc21	0	0	0	-1	-9	0	i	-3	11	-3
CN1CCN(C(=O)c2ccc3c(c2)NC(=O)C(C)(C)O3)CC1	-1	0	-3	18	-6	1	i	3	14	1
Cc1noc(NS(=O)(=O)c2ccc(N/C=C\C(=O)c3ccc4c(c3)OCO4)cc2)c1C	7	0	-7	-9	-5	4	i	-5	29	3
COc1cccc(C(=O)N/N=c2/oc3ccccc3cc2C(N)=O)c1	0	0	-1	-7	-4	1	i	7	25	-4
O=C(CNc1ccc(F)cc1)N/N=C1\CCCc2ccccc21	-1	-2	-10	36	-3	0	i	3	7	20
Cn1c(=O)cc(SCC(=O)NCC2CCCO2)c2ccc(Cl)cc21 (centres undefined)	-2	-4	1	0	1	-1	i	2	33	-3
CC1=C(C(=O)Nc2ccccc2)C(c2ccc(C)o2)n2c(s/c(=C\c3ccco3)c2=O)=N1 (centres undefined)	nt	1	nt	-17	-3	-1	i	-4	2	-23
CC(C)Sc1nc2c(c(=O)n(C)c(=O)n2C)n1C	2	-3	-7	8	-5	0	i	-18	75	2
Cc1cc(C)cc(NC(=O)c2ccc(CN3CCc4ccccc4C3)cc2)c1	-2	1	-12	9	-5	1	i	-2	6	-5
CC(C)OCCCN1CC(=O)N2[C@@H](Cc3c([nH]c4ccccc34)C2(C)C)C1=O	-2	0	4	13	-1	-3	i	4	16	1
O=C(Nc1ccccc1)c1cn(CCBr)cn1	1	nt	3	20	1	-3	i	26	14	21
COc1cccc(N2CCN(S(=O)(=O)c3ccc(CN4C(=O)c5cccnc5C4=O)cc3)CC2)c1	0	0	5	17	0	-2	i	3	4	4
COc1ccc(N(Cc2cc3cccc(C)c3[nH]c2=O)C(=O)C2CCCO2)cc1 (centres undefined)	1	8	nt	2	-3	-2	i	2	3	-4
Cc1[nH]n(-c2ccccc2)c(=O)c1C=Nc1cnc2ccccc2c1	4	2	3	39	6	2	i	0	2	25
Oc1c(C=C2N=c3ccccc3=N2)sc(=S)n1-c1ccccc1	5	1	0	16	-4	2	i	-22	21	6
FC(F)(F)c1cccc(-c2cc3ccccc3nc2N2CCCC2)c1	-3	0	-12	10	nt	1	i	1	19	-1
O=C(Nc1nc2c(s1)CCCC2)C1CCCN1C(=O)c1cccs1 (centres undefined)	-1	2	1	-11	-14	-1	i	1	33	-11
CC(=O)Nc1ccc(S(=O)(=O)N2CCCCC2c2cccnc2)cc1 (centres undefined)	3	-5	-2	7	4	3	i	2	9	-2
NC(=O)CSc1nnc(-c2ccc(S(=O)(=O)N3CCCC3)cc2)o1	-1	1	-1	-8	-9	1	i	-7	?	-9
CC(C)OCCCNC(=O)c1ccc(C2SCC(=O)N2Cc2ccco2)cc1 (centres undefined)	-3	-1	0	9	nt	2	i	-10	4	-1
CC(=O)NCCCOc1ccc([N+](=O)[O-])cc1Cl	-1	-1	5	56*	-3	-1	i	2	18	10
CCCC(c1nnnn1CS(=O)(=O)c1ccc(C)cc1)N1CCC(C(N)=O)CC1 (centres undefined)	5	4	1	-20	3	0	i	5	20	-4
CCOC(=O)Cc1nnc(NC(=O)CSc2ccccc2)s1	-3	-1	4	-16	-3	-3	i	-12	31	5
CCOc1ccc(-n2c(SCC(=O)NC3CCS(=O)(=O)C3)nnc2-c2cccnc2)cc1 (centres undefined)	nt	2	nt	-11	nt	1	i	0	17	-2
N/C(=N\OS(=O)(=O)c1cc(Cl)ccc1Cl)c1ccncc1	nt	3	5	14	0	1	i	9	27	-2
CNC(=O)C1CCN(S(=O)(=O)c2c(C)noc2/C=C/c2cccc(OC)c2)CC1	0	-7	0	-1	11	-1	i	1	27	-7
COc1cc(NC(=O)CCc2nnc3ccc(N4CCN(c5cccc(OC)c5)CC4)nn23)cc(OC)c1	0	1	-10	-4	-1	nt	i	-27	7	-3
CCN(CC)S(=O)(=O)c1ccc(Cl)c(C(=O)NC2CCCC2)c1	2	5	-1	5	1	1	i	-3	18	-8
CSc1nnc(Cc2ccc3c(c2)OCO3)o1	-1	-1	-7	6	-2	-4	i	4	-8	-1
CCOc1ccc(N2C(=O)C3CCCN3C2=O)cc1 (centres undefined)	1	0	7	7	-5	2	nt	7	14	-5
COCCCN1C(=O)C(O)=C(C(=O)c2ccco2)C1c1ccccc1 (centres undefined)	-3	0	-3	1	6	3	i	1	22	5
Cc1nc2c(C(=O)NCc3cccs3)cnn2c(C)c1Cc1ccccc1	-4	0	-16	6	nt	-10	i	-9	5	4
Cn1c(CCN2CCN(c3ccccn3)CC2)nc2cc(NC(=O)COc3ccccc3)ccc21	-2	-3	0	18	0	1	i	7	36	18
CCOc1ccccc1C(=O)N(CCC(=O)OC)c1ccccn1	0	4	-4	2	3	0	i	-4	29	-3
COc1ccc(-c2csc(Nc3ccccn3)n2)cc1OC	1	2	?	48	8	nt	i	-1	nt	22
CCOC(=O)Cn1c2c(c(=N)c3ccccc31)CCC2	-2	-3	1	1	-6	0	i	0	20	-5
O=C(Cc1ccccc1)NCC1CCCO1 (centres undefined)	4	-3	-1	-4	nt	2	i	-4	23	4
O=C(C/C(=N\NC(=O)c1ccccc1Br)C(F)(F)F)c1cccs1	-3	-6	7	2	-8	-1	i	-1	13	-5
COc1ccc(Br)cc1-c1nc(CCl)cs1	0	-1	3	7	2	1	i	2	9	-1
c1ccc(COc2ccc(OCCCN3CCCCC3)cc2)cc1	2	-1	-5	37	2	nt	i	-2	nt	7
O=c1nc2c(-c3ccccc3F)n[nH]n2c2ccccc12	nt	8	-4	0	6	2	i	2	-1	-7
Cc1ccc2[nH]c(=O)c3cc(C(=O)N(C)C4CCCCC4)sc3c2c1	-1	-4	9	36	-4	0	i	23	15	13
Cc1cccnc1NC(=O)c1ccc(S(=O)(=O)N2CC(C)OC(C)C2)cc1 (centres undefined)	7	3	-5	1	-4	0	i	-7	17	-3
O=C1COc2ccc(S(=O)(=O)NCc3ccccc3)cc2N1	-1	-3	-4	8	18	0	i	5	24	-3
COc1ccc(CN(C(=O)c2ccc(C)cc2)C2CCS(=O)(=O)C2)cc1 (centres undefined)	nt	1	-3	7	1	-1	i	-3	13	-3
Cn1cccc1C(=O)NS(=O)(=O)c1ccccc1Cl	-1	-2	-1	-14	11	-2	i	12	11	1
COc1ccc(C(CCO)NC(=O)c2cccs2)cc1OC (centres undefined)	-1	-1	1	2	nt	-1	i	6	2	-13
Oc1ccc(-c2csc(Nc3ncccn3)n2)cc1O	nt	-3	nt	89*	19	-1	i	23	13	75
COC(=O)CCC(NC(=O)c1cc(-c2ccc3c(c2)OCCO3)oc1C)C(=O)OC (centres undefined)	1	5	11	8	2	0	i	1	30	5
O=C(OCC(=O)N1CCCC1)c1ccccc1OCc1ccccc1	2	2	-3	3	-2	1	i	8	-40	-1
(next part)
SMILES	GSK3 alpha inh	HSP90 refold inh	HDAC3 inh	HSF-1 act	DYRK1A inh	GSK3beta inhib	PolyA inhibitor	Platelet DG rel	AI-2 QS mod	HSF1 inhib
O=C(CN1C(=O)NC2(CCc3ccccc32)C1=O)c1ccc(Cl)cc1 (centres undefined)	-1	nt	0	3	8	-3	i	1	-15	4
Cc1ccc(-c2c(C)sc3nc[nH]c(=O)c23)cc1C	8	6	-3	14	nt	-3	i	0	4	-1
Clc1ccc(SCc2cn3cccnc3n2)cc1	-2	-5	5	48	-11	-21	i	-4	-9	17
CCOC(=O)c1c(/N=C/C2=C(O)CC(C)(C)CC2=O)sc(C(C)=O)c1C	0	-4	10	10	nt	-1	i	5	1	-1
Cc1ccc(S(=O)(=O)NNC(=O)c2sc(=S)n(C)c2C)cc1	0	-1	-1	25	10	3	i	-13	29	-1
CCOC(=O)CCCSc1nc2sc(C)c(C)c2c(=O)[nH]1	-2	-1	-2	5	4	1	i	12	8	-4
CC(C(=O)O)c1ccc(CC2CCCC2=O)cc1 (centres undefined)	-2	nt	3	-10	-8	2	i	5	7	-3
Cc1oc2c(CN3CCOCC3)c(O)ccc2c(=O)c1-c1ccc(Br)cc1	-3	-2	-7	23	7	-4	i	-4	10	12
COC(=O)c1ccccc1NC(=O)NN1CCN(C)CC1	2	-3	-2	-10	-4	2	i	-4	24	-5
Cc1cc(C)cc(N2C(=O)CC(n3ccnc3)C2=O)c1 (centres undefined)	-2	-2	0	10	0	1	i	5	13	-1
COc1ccc(CCNS(=O)(=O)c2ccc(OC)cc2)cc1	-3	3	1	29	-2	2	i	-2	-36	6
CCN(CC)CCN(C(=O)c1ccccc1OC)c1nc2ccc(F)cc2s1	0	10	-7	nt	nt	0	i	-1	-2	nt
Cc1nn2c(NCCCN(C)C)c3c(nc2c1-c1ccccc1)CCC3	1	5	1	7	-11	-1	i	-5	11	2
COc1ccc2nc3c(nc2c1)CCCC3	-2	-3	-19	12	-1	0	i	-25	24	-4
O=C(O)c1ccc(-n2nnnc2SCc2ccccc2F)cc1	-6	1	2	1	-5	-1	i	14	53	-5
O=C(/C=C/c1ccco1)Nc1cccnc1Cl	0	0	4	?	27	-1	i	5	5	12
O=C(O)C1CCCCC1C(=O)Nc1ccc(Cl)cc1Cl (centres undefined)	-3	-4	9	30	-6	1	i	-29	6	3
CNC(=O)CSc1cn(CC(=O)N(C(C)C)C(C)C)c2ccccc12	-2	-1	2	-18	nt	-1	i	0	6	-5
Cc1csc(OCc2ccc(C#N)cc2)n1	1	-2	-4	4	-1	1	i	0	13	-4
COc1ccc(C(=O)NNC2=NC(C)(C)Cc3cc(C)c(C)cc32)cc1	-4	3	4	1	3	1	i	-4	2	-1
O=C(NCCc1ccc(Cl)cc1)c1nnc(Cc2ccc(Cl)cc2)o1	-1	-4	-9	1	-1	1	nt	14	18	0
O=C(CSCc1ccc(Cl)cc1)Nc1ccc(O)cc1C(=O)O	-4	-2	0	-1	0	1	i	-4	15	3
CCSc1ccc(-c2nn(-c3ccccc3)cc2/C=C(/C#N)C(=O)NCCCOC)cc1	-3	-1	4	nt	-6	nt	nt	nt	nt	nt
Cc1c(NC(=S)NC(=O)c2cccc([N+](=O)[O-])c2)c(=O)n(-c2ccccc2)n1C	-9	-5	3	-2	5	3	i	4	22	-3
O=C(COc1nsnc1N1CCOCC1)Nc1ccc(Cl)cc1	0	5	2	-4	0	0	i	8	-1	2

High-throughput results deposited in PubChem BioAssay by several laboratories.
